Compound activity: PubChem, National Center for Advancing Translational Sciences (NCATS)
JMJD2A Tudor = inhibitors of human JMJD2A Tudor domain | O75164 | AlphaScreen JMJD2A-Tudor / H3K4me3 peptide binding | Potency, µM (doses to about 114 µM), for inactives: top-dose activity change, negative = inhibition, usual class: inhibitors | 4.4% of 390,000 active | AID 504339; note: % is set by controls: 0 for no effect and ±100 for the full control effect; nearly all actives have a fitted effect of over 50% in size
PGK inhibitor = T. brucei PGK inhibition | P07378 | PGK/GAPDH coupled, Kinase-Glo luminescence, 60 min | Potency, µM (doses to about 57.5 µM), for inactives: top-dose activity change, negative = inhibition, actives largely listed as inhibitors | 0.043% of 380,000 active; note: % is set by controls: 0 for no effect and ±100 for the full control effect; nearly all actives have a fitted effect of over 60% in size
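Luminescent ATP detection (Kinase-Glo Plus) follows a 60-minute room-temperature incubation, with wells lacking PGK as controls. Buffer: 100 mM TEA (pH 7.6), 5 mM MgCl2, 0.01% Tween-20. Coupling enzyme GAPDH (100 nM final) supplies unstable 1,3-BPG in-well.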
ERG-DNA inh = inhibitors of human ERG Ets domain-DNA interaction | fluorescence polarization, His-ERG Ets domain / labelled DNA | Potency, µM (top dose mostly 76.9 µM), for the others: at the top dose FP activity, negative = inhibition, actives largely listed as inhibitors | 0.028% of 370,000 active | AID 624246; active = well fitted inhibition curve with a large enough effect in the polarisation, with a control signal flat; inconclusive = small, poorly fitted or top-dose-only effect, or effect the other way, or a change in a side signal; inactive = no such curve, though single readings can be large or run the other way; the % refers to the polarisation;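 note: polarization taken with two DNA probes labelled with fluorescein and Texas red; % of control where 0% means no effect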
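His-tagged ERG Ets domain (1 uM in the protein solution; 300mM KCl, 50mM Tris-HCl, 1mM EDTA, 1mM DTT, pH 7.5) received compound, then a probe mix of 5 nM fluorescein-DNA and 100nM Texas-615-DNA. Fluorescence polarization was read for both dyes.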
rTrxR1 inhibitor = inhibitors of rat thioredoxin reductase 1. 1% of 390,000 active. O89049. recombinant rTrxR1, NADPH fluorescence consumption, selenite substrate. Potency, µM (series often up to 114 µM), for the others: top-dose activity change, negative = inhibition, hits mostly inhibitors; note: % is set by controls: 0 for no effect and ±100 for the full control effect; nearly all actives have a fitted effect of over 65% in size
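Rat TrxR1 (90 nM in the dispensed reagent) was pre-reduced with 400 uM NADPH for 5 min at room temperature, then incubated with compound for 15 min. After 400 uM selenite was added, NADPH fluorescence (Ex 340/Em 450 nm) was followed for 8 min.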
ALOX12 inh = inhibitors of human 12S-lipoxygenase ALOX12; P18054; purified 12hLO, xylenol orange hydroperoxide absorbance; Potency, µM (titrated, usually from 108 µM), inactives show at the top dose activity change, negative = inhibition, hits mostly inhibitors; 1.1% of 580,000 active; AID 1671190; note: % is set by controls: 0 for no effect and ±100 for the full control effect
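Purified human 12hLO at 150 nM in 25 mM Hepes, 0.01% Triton X-100, pH 7.0, preincubated 15 min at room temperature with compound. Reaction started with 40 uM arachidonic acid, 30 min at room temperature. Hydroperoxide measured by Fe-xylenol orange, 573/405 nm absorbance ratio.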
RGS4 inhibitor = blocks human RGS4-accelerated GTP hydrolysis | Potency, µM (highest dose often 114 µM), inactives show top-dose activity change, negative = inhibition, most hits filed as inhibitors | Transcreener GDP fluorescence polarization, RGS4-accelerated GTP hydrolysis | 0.039% of 390,000 active; note: % is set by controls: 0 for no effect and ±100 for the full control effect; nearly all actives have a fitted effect of over 75% in size; some results filed as inactive show a strong effect at the top dose
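MLSMR compounds (23 nl, pin-transferred) preincubated 10 min at room temperature with a 500nM (2x) first reagent, then RGS4 at 900nM (2x) plus Transcreener GDP mix added; fluorescence polarization (620/688 nm) read before and after 90 min at 30 °C.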
Pin1 inhibitor = inhibitors of human Pin1. Q13526. Pin1 FP peptide displacement, HiFluor488, 10 min. Potency, µM (doses to about 115 µM), for the others: at the highest dose activity, negative = inhibition, usual class: inhibitors. 0.009% of 390,000 active; active = well fitted inhibition curve with a large enough effect in the polarisation, with a control signal flat, not every such curve was filed as active; inconclusive = small, poorly fitted or top-dose-only effect, or effect the other way, or a change in a side signal; inactive = no such curve, though single readings can be large or run the other way; the % refers to the polarisation; note: % is set by controls: 0 for no effect and ±100 for the full control effect
Target sequence (Q13526 whole entry, looked up): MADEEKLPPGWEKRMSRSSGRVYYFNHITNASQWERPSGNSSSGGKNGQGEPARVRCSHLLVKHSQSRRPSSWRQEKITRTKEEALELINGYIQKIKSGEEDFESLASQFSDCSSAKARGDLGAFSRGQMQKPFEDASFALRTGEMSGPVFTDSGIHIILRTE
HP1b binding inh = HP1-beta chromodomain-methylated histone interaction inhibition | P83916 | AlphaScreen HP1-beta / biotin-H3K9me3 peptide binding | Potency, µM (doses to about 114 µM), for the others: top-dose activity change, negative = inhibition, hits mostly inhibitors | 0.56% of 390,000 active; note: nearly all actives have a fitted effect of over 70% in size; inactives centre near 23
Target sequence (P83916 whole entry, looked up): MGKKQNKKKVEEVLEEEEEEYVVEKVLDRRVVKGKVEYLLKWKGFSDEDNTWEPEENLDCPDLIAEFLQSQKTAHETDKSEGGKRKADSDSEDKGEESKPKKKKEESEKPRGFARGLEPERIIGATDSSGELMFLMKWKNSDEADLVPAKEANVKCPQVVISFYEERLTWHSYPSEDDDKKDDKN
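AlphaScreen: HP1-beta (50 nM) preformed 30 min with biotin-H3(1-18)K9me3 peptide (50 nM) in PBS pH 7.4, 0.01% Tween-20. Compound added for 30 min at RT, then streptavidin donor/nickel chelate acceptor beads (10 ug/mL) for 30 min.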
GLS inhibitor = glutaminase GLS (human) inhibition. O94925. GLS enzymatic activity, qHTS titration. Potency, µM (top dose mostly 45.5 µM), for the others: at the top dose activity change, negative = inhibition, usual class: inhibitors. 0.21% of 410,000 active. AID 624170; note: % is set by controls: 0 for no effect and ±100 for the full control effect
Target sequence (O94925 whole entry, looked up): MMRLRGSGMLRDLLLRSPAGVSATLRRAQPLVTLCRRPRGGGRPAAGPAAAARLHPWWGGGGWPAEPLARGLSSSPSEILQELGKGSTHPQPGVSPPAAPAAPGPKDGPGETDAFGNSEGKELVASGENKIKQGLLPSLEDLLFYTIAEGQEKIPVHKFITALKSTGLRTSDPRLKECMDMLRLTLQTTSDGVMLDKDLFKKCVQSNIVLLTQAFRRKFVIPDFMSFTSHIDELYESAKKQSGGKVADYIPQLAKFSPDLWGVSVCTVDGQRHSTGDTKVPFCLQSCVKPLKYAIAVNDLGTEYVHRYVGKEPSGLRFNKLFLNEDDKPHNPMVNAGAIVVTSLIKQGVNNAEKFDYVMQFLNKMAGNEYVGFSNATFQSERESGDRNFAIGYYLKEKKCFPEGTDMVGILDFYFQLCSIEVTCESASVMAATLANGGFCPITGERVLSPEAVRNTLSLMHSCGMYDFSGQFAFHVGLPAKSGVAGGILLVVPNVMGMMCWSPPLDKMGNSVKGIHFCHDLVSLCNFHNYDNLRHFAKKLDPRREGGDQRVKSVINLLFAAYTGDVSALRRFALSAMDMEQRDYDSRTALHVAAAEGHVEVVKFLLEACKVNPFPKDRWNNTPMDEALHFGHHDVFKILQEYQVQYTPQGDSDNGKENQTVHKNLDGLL
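hKGA in 45 mM KH2PO4 (pH 8.2), 0.02% Tween-20 with compound, then 1mM L-Glutamine (stock as added) plus glutamate oxidase/HRP/Amplex red coupling mix. Fluorescence read initially and after 30 min at RT; signal change reflects glutamate formation.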
Numbers without * were called inactive; i = inactive; ? = inconclusive; . = no result given; & = joins results of further samples; [ ] = dose if it differs, or a comment. Unless noted, calls come from the whole dose curve; as a rule, active = well fitted curve in the direction sought with a large enough effect; inconclusive = small, poorly fitted or top-dose-only effect, or another doubt; inactive = no such curve, though single readings can be large; an effect the other way counts as inactive or inconclusive. Potency is the fitted concentration of half-maximal effect. Not all compounds are listed (hit frequency here may not be typical).

SMILES	JMJD2A Tudor	PGK inhibitor	ERG-DNA inh	rTrxR1 inhibitor	ALOX12 inh	RGS4 inhibitor	Pin1 inhibitor	HP1b binding inh	GLS inhibitor
COC(=O)c1ccc(CNC(=O)COc2ccccc2Br)o1	1%	-1%	1%	-5%[57.1 µM]	-14%	11%	-12%	23%	-2%
CCCC(=O)Nc1ccc(C(=O)N2CCCC2)cc1	-12%	-4%	-1%	-7%	-3%	13%	-2%	23%	-5%
COc1ccc(N2CCN(C(=O)c3c(-c4c(F)cccc4Cl)noc3C)CC2)cc1	-22%	-1%	-2%	-9%	-1%	-12%	-6%	2%	17%
COc1ccccc1CCN=C(N)NS(=O)(=O)c1ccc(C)cc1	-12%	.	-4%	10%	0%	15%	0%	37%	2%
Cc1cc(C)c(NC(=O)CS(=O)CC(=O)NCC2CCCO2)c(C)c1 (centres undefined)	-18%	-7%	0%	18%	0%	-2%	2%	26%	3%
COc1ccc(S(=O)(=O)Nc2ccc3oc4c(c3c2)CCCC4)cc1	-19%	-8%	2%	22%	?	-11%	17%	11%	7%
CC(C)c1ccc(NC(=O)Cn2nnc(C(=O)NCc3ccc4c(c3)OCO4)c2N)cc1	-8%&-1%	1%&-3%	9%&-2%	8%&11%	1%&0%	-18%&-3%	2%&-3%	27%&37%	-3%&1%
O=C1NC(c2ccccc2Br)=N/C1=C\c1ccco1	?	-1%	24%	?	?	-37%	-1%	4%	0%
CC(C)(C)n1nnnc1C(c1cccc(C#N)c1)N1CCCc2ccccc21 (centres undefined)	-26%	-7%	-12%	20%[57.1 µM]	2%[57.4 µM]	7%	12%	7%	0%
CCCC(C)NNC(=O)c1cc2ccccc2[nH]1 (centres undefined)	3%	i	2%	20%	19%	33%	-2%	21%	6%
CS(=O)(=O)N(CC(=O)Nc1c(F)cccc1F)c1cccc([N+](=O)[O-])c1	-8%	-7%	8%	-9%	0%	1%	1%	18%	0%
CC1=C(C)CC2C(=O)N(c3cccc4ccccc34)C(=O)C2C1 (centres undefined)	56µM*	-9%	-17%	14µM*	-44%	?	1%	-35%	-3%
CCOc1ccc(Br)cc1S(=O)(=O)Nc1ccccc1N1CCOCC1	3%	7%	2%	3%	33%[activator]	-29%	6%	45%	12%
Cn1c(=O)oc2cc(S(=O)(=O)CCC(=O)NCc3ccccc3)ccc21	-9%	i	3%	16%	?	-25%	-10%	12%	-2%
COc1ccc(C(C)=O)cc1COC(=O)CSC(C)C(=O)Nc1cc(C)on1 (centres undefined)	-1%	3%	-6%	?	-2%	0%	4%	9%	5%
Cc1ccc(OCC(O)CN2C(=O)NC(C)(C)C2=O)cc1C (centres undefined)	-22%	1%	-6%	8%	2%	3%	-2%	26%	-2%
O=C(NCc1ccncc1)c1cncc(Br)c1	-11%	6%	7%	24%	1%	8%	5%	20%	1%
CCOc1ccc2noc3c2c1C(=O)c1ccccc1-3	3%	-9%	4%	20%	22%	-17%	5%	67%[activator]	2%
CCc1ccc(-c2nc(CS(=O)CC(=O)NCCc3ccc(Cl)cc3)c(C)o2)cc1 (centres undefined)	-12%	-1%	6%	0%[57.1 µM]	?	-53%	9%	18%	4%
COc1ccccc1C/C(N)=N/OC(=O)c1cccc([N+](=O)[O-])c1	9%[11.4 µM]	i	-8%	6%[57.1 µM]	-24%	-17%[11.4 µM]	-5%	?	-1%
Cc1cc(C)c(S(=O)(=O)N(C)CC(=O)NCc2ccccn2)c(C)c1	-8%	i	-16%	21%[11.4 µM]	-10%	-32%	0%	21%	4%
CC1CC(=O)N(c2ccc(N(C)Cc3ccccc3)c([N+](=O)[O-])c2)C1=O (centres undefined)	-10%	5%	-14%	22%	-1%	-5%	-2%	8%	-5%
Cc1ccc(C)c(N2C(=N)S/C(=C\c3ccc(-c4ccccc4C(=O)O)o3)C2=O)c1	32µM*	0%	1%	-22%	?	-27%	64%[activator]	-38%	0%
CCn1c(SCC(=O)Nc2ccc3c(c2)OCCO3)nnc1-c1ccncc1	-9%	-1%	1%	-2%[57.1 µM]	-19%	-12%	-16%	16%	0%
CCOC(=O)C1=C(C)N(CCCCCC(=O)O)C(=O)NC1c1cccc([N+](=O)[O-])c1 (centres undefined)	-22%	-5%	-7%	26%	-7%	15%	3%	11%	5%
C=CC[C@H](CC(=O)NCCO)C(=O)N[C@@H](COC(=O)[C@@H](CC=C)Cc1ccc(F)cc1)Cc1ccccc1	1%	-3%	11%	10%	-9%	-19%	0%	47%[activator]	-9%
COCc1cc(=O)n2c(-c3ccccc3OC)n[nH]c2n1	-18%	9%	3%	8%[57.1 µM]	0%	-4%	0%	11%	0%
Cc1cccc(Nc2nc(-c3ccc(O)cc3O)cs2)n1	?	-3%	2%	7%	25µM*	-25%	0%	-2%	14%
CSc1cccc(NC(=O)C2CCN(S(=O)(=O)c3ccc4c(c3)CCCN4C(=O)C3CCC3)CC2)c1	-8%	3%	0%	22%[57.1 µM]	-15%	-1%	23%	13%[57 µM]	3%
Cc1cc(C)n(-c2cc(N3CCN(S(=O)(=O)c4ccc(Br)cc4)CC3)ccc2[N+](=O)[O-])n1	-27%	5%	-4%	4%	-12%	1%	1%	-9%	9%
CCOC(=O)C(NC(=O)c1ccc(OC)cc1)(Nc1cc(C)on1)C(F)(F)F (centres undefined)	-3%	9%	-9%	3%	0%	-7%	-11%	63%[activator]	0%
Cc1cc(C)c(C)c(S(=O)(=O)NCc2ccc(C(=O)N3CCOCC3)cc2)c1C	-8%	i	-18%	-7%	8%	2%	-1%	18%	-2%
CCOc1c(C)cc(S(=O)(=O)NCc2cccnc2)c(C)c1C	-22%	9%	6%	21%[57.1 µM]	11%	13%	-1%	10%	1%
N#CCOc1ccccc1CNC[C@H]1O[C@@H](n2cnc(C(N)=O)n2)[C@H](O)[C@@H]1O	-6%	-3%	-3%	1%	?	8%	-2%	40%	5%
CCOC(=O)N1CCN(S(=O)(=O)c2ccc(F)c(C(=O)Nc3cc(C)cc(C)c3)c2)CC1	-24%	4%	-2%	13%	19%	-9%	20%	18%	2%
CCOc1cc(C=C2C(=O)c3ccccc3C2=O)ccc1OCC(=O)Nc1ccc(C)cc1	-4%	8%	2%	17%[57.1 µM]	6%	7%	?	4%	5%
COc1ccccc1OCC(=O)N1CCCC(Nc2cccc(F)c2)C1 (centres undefined)	-24%	-1%	-4%	-1%	38%[activator]	-5%	-7%	7%	-3%
COc1ccc(CNC(=O)CC(C)n2nc(C)cc2C)cc1 (centres undefined)	-14%	i	5%	-7%[57.1 µM]	6%	0%	-4%	49%[activator]	-8%
Clc1ccc(C=NN2CCCCCC2)cc1Cl	?	-1%	-1%	-25%	4%	-33%	-8%	17%	-4%
COc1ccc(-c2ccc(OC)cc2C(=O)O)cc1	-20%[57.1 µM]	-6%	-5%	6%[57.1 µM]	28%	-13%[11.4 µM]	-3%	25%	-7%
O=C(Nc1ccncc1)c1ccc2c(c1)C(=O)N(C1CCCCC1)C2=O	-22%	-2%	2%	-11%	0%	8%	-1%	216%	-11%
c1ccc(CSc2ncnc3c2oc2ccccc23)cc1	121%[activator]	0%	-3%	-1%	-4%	-31%	3%	318%[activator]	1%
COc1c(C(=O)Nc2ccc3[nH]c(=O)[nH]c3c2)cc2ccccc2c1Br	-33%	4%	-28%	21%[57.1 µM]	-30%	5%	-4%	5%	-11%
CCOC(=O)c1sc(=S)n(-c2cccc(OC)c2)c1N	?	-3%	-1%	-15%	?	?	-2%	?	2%
CC(C)C[C@H](NC(=O)N1CCn2c1nc1ccccc12)C(=O)N[C@H](Cc1ccccc1)C(=O)O	-10%	9%	-2%	9%	13%	13%	.	23%	-8%
CCOc1cc(C(=O)Nc2cc(=O)n(C)c(=O)n2C)cc(OCC)c1OCC	-5%	i	0%	16%[57.1 µM]	-5%	-23%	2%	10%	12%
COc1ccc(CCNC(=O)Cc2ccccc2)cc1OC	4%	7%	-5%	20%	?	24%	4%	37%	5%
COc1ccc2occ(C(=O)c3coc4ccc(O)c(CN(C)C)c34)c2c1	?	0%	6%	-8%	?	-27%	3%	-8%	4%
CN1CCN(c2ccccc2NC(=S)NC(=O)c2cc3ccccc3o2)CC1	-18%	6%	-16%	8%	i	13%	-7%	21%	5%
COc1ccc(NC(=O)C2CCN(C(=O)c3ccco3)CC2)c(OC)c1	-11%	3%	-3%	6%	-6%	14%	4%	2%	0%
Cc1cc(OC(C)C(=O)NCC2CCC(C(=O)O)CC2)c2c(C)c(Cc3ccccc3)c(=O)oc2c1 (centres undefined)	-12%	-14%	2%	8%	-24%	-9%	-6%	42%[activator]	-7%
Cc1nnc(SCC(=O)Nc2cccc(C(F)(F)F)c2)n1Cc1ccco1	?	7%	-16%	-13%	?	12%	3%	-22%	10%
CC(=O)Cc1nsc(Nc2ccccc2)n1	1%	-4%	6%	?	-19%	8%	0%	19%	16%
O=CN1CCN(C(=O)Cc2ccc([N+](=O)[O-])cc2)CC1	-9%	i	-8%	-11%	-31%	2%	1%	14%	8%
